Assay outcomes deposited in PubChem by several laboratories.
Insulin prom up: MIN6 insulin promoter up-regulation; MIN6 insulin promoter-GFP reporter, high-content imaging; active compounds read high; z-score at 5 µM; actives 0.3% (n = 190,000);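 active = z-score above 3 at 5 µM with at least 500 cells counted in the well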
MT stabilize HCS: microtubule stabilizers in HeLa cells | HeLa tubulin immunostaining HCS, 24 h; share of cells brighter than vehicle mean+2SD | % tubulin-high responders, % at 10 µM | actives 0.83% (n = 200,000) | AID 2205;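 active = plate Z-score above 3 for both tubulin-high and condensed-nucleus cell shares, with cell loss under 80%, at 10 µM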;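 also: anti alpha tubulin signal scored within the nucleus-defined area of each cell; some results filed as inactive read as strong as hits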
human PMI inhibition: MPI enzyme activity inhibition – biochemical, fluorescence intensity, coupled assay, primary screen (AID 1209); purified PMI enzyme, coupled fluorescence intensity; higher % means a stronger effect; inhibition, % at 20 µM; hits with a dose series show IC50 in µM; actives 0.42% (n = 190,000); in the data active = inhibition above about 50%;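 also: plate controls were DMSO vehicle for no effect and wells lacking substrate for full effect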
Lipid droplet: hepatic lipid droplet formation modulation; inhibition, % at 6.5 µM; actives 0.4% (n = 240,000); AML12 mouse hepatocytes, oleate lipid droplets, BODIPY imaging; AID 1656;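 active = lipid droplet intensity inhibited by at least 50%, with more than 500 cells counted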
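Assay system: AML12 mouse liver cells | Compound dosing: One dose, 6.5 µM compound | Read-out basis: Droplet intensity reduction, % inhibition | Measured by: Fluorescence imaging, 20x objective, two fields per well | Schedule: Overnight treatment with compound plus oleate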
b-catenin transl: beta-catenin nuclear translocation modulation | actives 0.3% (n = 190,000) | AID 1665 | HeLa beta-catenin nuclear translocation, immunofluorescence imaging | nuclear translocation activity, % at 5 µM;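 active = nuclear translocation activity above 50% at 5 µM, with a well cell count of 50 or more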;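 also: per-cell ratio of nuclear to cytoplasmic median beta-catenin stain intensity; plate controls were DMSO negative control for no effect and GSK-3 inhibitor IX positive control for full effect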
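Test system: human HeLa cell line; Doses: 5 µM primary, 0.02–20 µM confirmation; Incubation: 24 h compound exposure, 37°C; Detection: beta-catenin immunofluorescence imaging with DAPI; Read-out: beta-catenin nuclear/cytoplasmic ratio, % activation.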
Myeloid diff 2: compounds promoting myeloid differentiation; actives 1% (n = 360,000); calls only at 10 µM; ER-HoxA9 myeloid progenitors, lysozyme-GFP differentiation, flow cytometry;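 active = normalized GFP-positive differentiation at or above the plate's own cutoff, the solvent-only control mean plus 3 SD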;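 also: cells exposed to compound for four days before flow analysis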
Dynein transport: dynein cargo transport inhibition; 3617.4 mouse cells, GR-EGFP nuclear translocation imaging; test concentration mostly 20 µM; stimulated with dexamethasone, 1 µM; active compounds read low; z-score, hits read low; actives 0.47% (n = 220,000);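 active = plate z-score of nuclear minus cytoplasmic receptor signal below a set negative limit, without overly bright fluorescence or cell loss, cut at about -3.5 in these data, passing the limit was not always enough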;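 also: z-score of nuclear minus cytoplasmic ring GR-EGFP intensity difference per well; some compounds called inactive have numbers as strong as hits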
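Buffer or medium: tetracycline-free induction medium containing charcoal-stripped FBS / Reagent: dexamethasone agonist, 1.0 µM final, for 30 min / Technique: automated 10x imaging of fixed Hoechst-stained cells / Times: induction 48 h, compound 1 h, agonist 30 min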
T cell modulator: T cell immune modulation candidate. 2C CD8+ T cell-vesicle binding, flow cytometry; active compounds read low. calls only at 7 µM. actives 0.068% (n = 330,000). AID 2052;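 active = response, share of CD8 T cells binding vesicles, and their 90th percentile fluorescence all below set limits, cut at about 80% in these data, passing the limit was not always enough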
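Also added: QL9-peptide-loaded Drosophila micro-vesicles bearing Ld, ICAM-1 and B7-1; Test system: purified 2C TCR transgenic mouse naive CD8+ T cells; Measured by: cytometric PE anti-B7-1 and Alexa647 anti-CD8 signals after 1% paraformaldehyde fixation; Timing: binding step 1.5 h, 37 °C, antibody labelling 20 min, ice.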
TNAP activation fold: stimulation of alkaline phosphatase TNAP activity – biochemical, luminescent, no phosphate acceptor, uHTS, primary screen (AID 1001). actives 0.03% (n = 200,000). activation fold at 20 µM; hits with a dose series show EC50 in µM. purified TNAP, luminescent activation assay, no phosphate acceptor; higher activation fold means a stronger effect; in the data active = activation fold from about 3, or a potency from the dose series; inactive = the rest, 99 in 100 with activation fold below about 1.6; also: many of its hits are not listed in these tables
Dynein transport cytoplasmic EGFP: further read-out of Dynein transport, marked with its call; z-score; measured here: cytoplasmic GR-EGFP intensity; active compounds read high
Dynein transport nuclear GR-EGFP: second read-out of Dynein transport, no call of its own (marks repeat the call); z-score; measured here: nuclear GR-EGFP intensity;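 lower value marks the stronger effect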
Dynein transport cell count: also measured in Dynein transport; calls as there; z-score; measured here: cell count per field
Insulin prom up cell count: also measured in Insulin prom up; calls as there; cell count; measured here: cytotoxicity, nuclei count;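 total cells summed across four imaged fields per well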
Lipid droplet cells 6.5 µM: further read-out of Lipid droplet, marked with its call; cell count; measured here: cell count, cytotoxicity flag;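 cells counted across two imaged fields per well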
b-catenin transl cell count 5 µM: recorded beside b-catenin transl, whose call it bears; cell count; measured here: cell count, cytotoxicity flag
T cell modulator vesicle-bound %: recorded beside T cell modulator, whose call it bears; double positive events, %; measured here: CD8+ vesicle-bound cell fraction;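 binding gate set so that unloaded-vesicle control wells show 10% double positive cells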
MT stabilize HCS Hoechst-high %: recorded beside MT stabilize HCS, whose call it bears; % Hoechst-high responders; measured here: nuclear condensation Hoechst responders;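 share of cells brighter than vehicle mean plus two SD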
MT stabilize HCS cytotoxicity %: further read-out of MT stabilize HCS, marked with its call; toxicity, %; measured here: cytotoxicity by cell density;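 0% = mean cell density of plate MIN control wells and 100% = no cells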
Myeloid diff 2 GFP+ MAC1+ %: further read-out of Myeloid diff 2, marked with its call; GFP+ MAC1+ double positive, %; measured here: differentiation confirmed by MAC1 staining
The depositor's hits bear a star; i = inactive; . = no result given.

SMILES | Insulin prom up | Insulin prom up cell count | MT stabilize HCS | MT stabilize HCS Hoechst-high % | MT stabilize HCS cytotoxicity % | human PMI inhibition | Lipid droplet | Lipid droplet cells 6.5 µM | b-catenin transl | b-catenin transl cell count 5 µM | Myeloid diff 2 | Myeloid diff 2 GFP+ MAC1+ % | Dynein transport | Dynein transport cytoplasmic EGFP | Dynein transport nuclear GR-EGFP | Dynein transport cell count | T cell modulator | T cell modulator vesicle-bound % | TNAP activation fold
O=C(/C=C\Nc1ccc(S(=O)(=O)Nc2ncccn2)cc1)c1cccc2ccccc12 | . | . | . | . | . | . | 4 | 794 | 0.4 | 1325 | i | 0.9 | 0.39 | -0.22 | 0.78 | -0.32 | i | 9 | .
CCCn1c(CCNC(=O)c2cccs2)nc2ccccc21 | -0.91 | 1289 | 3.7 | 2.0 | 8.3 | -21% | -3 | 709 | -3.0 | 1204 | i | 3.2 | 2.1 | 0.13 | 1.8 | -1.9 | i | 29 | 1.1
Cc1ccc(NC(=O)c2cc(S(=O)(=O)NCCC3=CCCCC3)ccc2F)cc1F | -0.27 | 1253 | 4.0 | 3.2 | 9.8 | 19% | 0 | 670 | -3.3 | 1131 | i | 0.8 | 0.55 | -0.22 | 0.47 | -0.88 | i | 48 | 0.9
Cc1cccc(C(=O)NNC(=O)c2ccc(-c3ccccc3)cc2)c1 | -0.16 | 1590 | 1.9 | 1.7 | 8.0 | -14% | . | . | 0.3 | 1313 | i | 0.4 | -0.47 | -0.21 | -0.28 | 0.22 | i | 5 | 1.3
CCOc1ccc2nc(N(CCN(CC)CC)C(=O)c3ccc([N+](=O)[O-])cc3)sc2c1 | -0.21 | 1200 | 1.7 | 2.7 | 7.3 | 1% | -13 | 714 | -0.4 | 1119 | i | 0.2 | 0.85 | -0.25 | 0.032 | 0.07 | i | 36 | 1
C=CCC1CCCCC12NC(=O)NC2=O (stereo not drawn) | 1.5 | 858 | 4.0 | 1.7 | 7.0 | 7% | -7 | 700 | -2.4 | 1109 | i | 0.1 | 0.044 | -0.18 | 0.64 | 0.081 | i | 14 | 1
O=C(Nn1c(-c2ccc(F)cc2)nc2ccccc2c1=O)C1CCCCC1 | . | . | 1.8 | 1.3 | 7.9 | 8% | -15 | 694 | -2.4 | 1083 | i | 5.0 | -0.069 | -0.0012 | 0.33 | -1.1 | i | 39 | 1
COc1ccc(N2C(=O)C3CCCCC3C2=O)cc1NC(=O)c1ccccc1 (stereo not drawn) | -0.51 | 1646 | 5.0 | 2.2 | 1.3 | 8% | 1 | 637 | -0.1 | 1613 | i | 0.2 | -0.33 | -0.32 | 0.017 | 0.63 | i | 56 | 1.1
COc1cc(-c2nnc3sc(-c4ccco4)nn23)cc(OC)c1OC | -2.2 | 1277 | 3.3 | 4.7 | 4.5 | 8% | 0 | 756 | 0.3 | 1019 | i | 1.3 | -1.3 | -0.18 | -0.34 | 0.17 | i | 30 | 1.1
CC(C)P(=O)(Cc1cccc(C#N)c1)C(C)C | 0.26 | 1279 | 1.7 | 2.0 | 3.7 | -3% | . | . | 1.9 | 916 | i | 7.2 | -0.58 | -0.21 | -0.13 | 1.2 | . | . | 0.9
CC(C)N1CN=C(Nc2nc3ccccc3o2)NC1 | -0.12 | 1289 | 3.5 | 2.6 | 13 | -4% | 2 | 690 | 0.9 | 1048 | i | 0.5 | -0.35 | -0.091 | -0.089 | -0.96 | i | 46 | 1.1
O=C(CSc1nc2c(sc3ccccc32)c(=O)n1CCCN1CCCC1)NCc1ccco1 | 0.18 | 1404 | 3.4 | 2.5 | 2.2 | 4% | -1 | 698 | . | . | i | 0.1 | 0.89 | -0.079 | 0.63 | -1.4 | i | 33 | 1
COC(=O)c1cn(C(=O)c2ccccc2Cl)c2ccccc12 | 0.1 | 1451 | 18* | 11* | 27* | 3% | -18 | 667 | 11 | 774 | i | 0.1 | -0.47 | -0.13 | -0.096 | 0.32 | i | 62 | 1.1
CC(=O)c1c(C)nc(-c2ccc(OCC(=O)Nc3ccccc3)cc2)n1O | . | . | 0.8 | 0.9 | 3.6 | -8% | 12 | 734 | -8.0 | 541 | i | 0.3 | 0.068 | -0.18 | 0.036 | 0.11 | i | 24 | 1.1
CN(C)S(=O)(=O)N1CCN(c2cc(Cl)ccc2Cl)CC1 | . | . | 2.1 | 1.6 | 2.4 | -4% | 4 | 671 | . | . | i | 0.8 | -0.73 | 0.0049 | -0.07 | 0.81 | i | 10 | 1.1
CCC(N)C12CC3CC(CC(O)(C3)C1)C2 (stereo not drawn) | 0.42 | 1216 | 3.1 | 1.6 | 4.9 | -13% | 1 | 780 | -1.4 | 1210 | i | 0.8 | 0.13 | 0.09 | 0.053 | 1.3 | i | 28 | 1
COc1ccc(/C=C/C(=O)NC(=S)NNC(=O)Cc2cccs2)cc1OC | 0.58 | 983 | 2.8 | 0.7 | 7.5 | -6% | 16 | 771 | . | . | i | 1.5 | 0.043 | -0.19 | 0.71 | 0.74 | i | 26 | 1
O=C1C2CC=CCC2C(=O)N1c1ccc(NCCc2ccc(Cl)cc2)c([N+](=O)[O-])c1 (stereo not drawn) | -0.09 | 1203 | 1.8 | 2.5 | 0.2 | 11% | 1 | 675 | -2.9 | 524 | i | 0.6 | -0.72 | -0.19 | -0.65 | 0.61 | i | 5 | 0.9
CCO[C@@H]1OC(C(=O)O)=C[C@H](c2csc3ccccc23)[C@H]1CCCO | -0.03 | 1479 | 1.9 | 0.7 | 3.6 | -6% | 11 | 729 | -0.2 | 1064 | i | 0.9 | 2 | -0.27 | 1.3 | -0.35 | i | 23 | 1.1
Cc1cc(Br)c(Cl)cc1NC(=O)CN1C(=O)C2C3CC(c4ccccc4)C(C3)C2C1=O (stereo not drawn) | 0.29 | 1185 | 4.0 | 2.1 | 8.8 | 1% | 19 | 720 | . | . | i | 0.4 | -0.15 | -0.17 | 0.082 | -0.31 | i | 19 | 1.1

Reprinted from the part before: 2 compounds, followed by the next part.
SMILES | Insulin prom up | Insulin prom up cell count | MT stabilize HCS | MT stabilize HCS Hoechst-high % | MT stabilize HCS cytotoxicity % | human PMI inhibition | Lipid droplet | Lipid droplet cells 6.5 µM | b-catenin transl | b-catenin transl cell count 5 µM | Myeloid diff 2 | Myeloid diff 2 GFP+ MAC1+ % | Dynein transport | Dynein transport cytoplasmic EGFP | Dynein transport nuclear GR-EGFP | Dynein transport cell count | T cell modulator | T cell modulator vesicle-bound % | TNAP activation fold
CCO[C@@H]1OC(C(=O)O)=C[C@H](c2csc3ccccc23)[C@H]1CCCO | -0.03 | 1479 | 1.9 | 0.7 | 3.6 | -6% | 11 | 729 | -0.2 | 1064 | i | 0.9 | 2 | -0.27 | 1.3 | -0.35 | i | 23 | 1.1
Cc1cc(Br)c(Cl)cc1NC(=O)CN1C(=O)C2C3CC(c4ccccc4)C(C3)C2C1=O (stereo not drawn) | 0.29 | 1185 | 4.0 | 2.1 | 8.8 | 1% | 19 | 720 | . | . | i | 0.4 | -0.15 | -0.17 | 0.082 | -0.31 | i | 19 | 1.1
O=C(N1CCN(c2ccccc2F)CC1)C12CC3CC(CC(C3)C1)C2 | . | . | 3.3 | 1.5 | 5.7 | 13% | -23 | 686 | -1.9 | 1065 | i | 1.3 | -1.1 | -0.26 | -0.35 | 0.47 | i | 9 | 1.1
O=C(C1CCCN(S(=O)(=O)c2ccc(Br)s2)C1)N1CCCCCC1 (stereo not drawn) | 0.94 | 1288 | 1.4 | 1.5 | 5.1 | 18% | 5 | 753 | -2.8 | 1114 | i | 1.1 | -0.4 | 0.15 | -0.23 | 0.58 | i | 23 | 1.1
Cc1cc(S(=O)(=O)NCC(C)C)ccc1OCC(=O)NCC1CCCO1 (stereo not drawn) | -0.13 | 1345 | 2.7 | 1.8 | 1.8 | 9% | 32 | 721 | -0.3 | 519 | i | 0.4 | 0.96 | -0.19 | 0.85 | -0.66 | i | 30 | 1.1
O=C1CN(c2ccc(Cl)cc2)C2(CCCCC2)S1 | -0.28 | 1400 | 2.1 | 3.0 | 7.7 | -5% | 6 | 572 | . | . | i | 0.2 | -0.2 | -0.33 | -0.44 | 0.39 | i | 48 | 1.1
NC(CC(=O)O)c1ccc(Br)cc1 (stereo not drawn) | 0.68 | 1499 | 7.1 | 1.6 | 8.9 | 8% | 13 | 674 | 0.6 | 1155 | i | 0.3 | -0.12 | -0.21 | -0.21 | -0.031 | i | 44 | 1.1
CCOC(=O)CC(=O)CSc1nnc(Cn2c(=O)sc3ccccc32)n1C | 0.6 | 1525 | 3.2 | 2.5 | 18 | -2% | . | . | 0.3 | 1397 | i | 3.5 | 1.3 | -0.28 | 1 | -0.81 | i | 23 | 1.1
COC(=O)c1nn(-c2ccc(C)cc2)c2nnc(Cc3ccccc3)c(=O)n12 | 0.14 | 1144 | 4.4 | 3.3 | 4.8 | -8% | -2 | 722 | 4.3 | 488 | i | 1.0 | -0.65 | 0.2 | -0.47 | 0.69 | i | 41 | 1.1
O=C1C2C3c4ccccc4C(c4ccccc43)C2C(=O)N1c1cccc2cccnc12 (stereo not drawn) | 0.11 | 1535 | 1.1 | 0.9 | 6.6 | 10% | . | . | -1.2 | 1369 | i | 0.5 | -0.3 | -0.23 | -0.0074 | -0.066 | i | 7 | 1
Cc1ccc2[nH]c3c(=S)nc[nH]c3c2c1 | -0.08 | 1474 | 4.4 | 2.1 | 5.2 | -30% | -8 | 582 | 1.8 | 818 | i | 0.4 | 0.25 | -0.22 | 0.64 | -1.1 | i | 40 | 1

Rows were taken by chance. About 3% of those tested had a hit in this group.
